Screening data from PubChem.
TbREL1 primary = TbREL1 RNA ligase inhibitors, primary screen, biochemical, FRET fluorescence | 89,000 tested, 0.49% active | TbREL1 RNA ligation | inhibition, % at 9.66 µM | AID 1117264, 2014;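 active = inhibition above the mean inhibition across all screened compounds plus 3 SD, cut at about 11% in these data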;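 also: 0% = plate median of test wells and 100% = NSC42067 control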
Target sequence (P86926 whole entry, looked up): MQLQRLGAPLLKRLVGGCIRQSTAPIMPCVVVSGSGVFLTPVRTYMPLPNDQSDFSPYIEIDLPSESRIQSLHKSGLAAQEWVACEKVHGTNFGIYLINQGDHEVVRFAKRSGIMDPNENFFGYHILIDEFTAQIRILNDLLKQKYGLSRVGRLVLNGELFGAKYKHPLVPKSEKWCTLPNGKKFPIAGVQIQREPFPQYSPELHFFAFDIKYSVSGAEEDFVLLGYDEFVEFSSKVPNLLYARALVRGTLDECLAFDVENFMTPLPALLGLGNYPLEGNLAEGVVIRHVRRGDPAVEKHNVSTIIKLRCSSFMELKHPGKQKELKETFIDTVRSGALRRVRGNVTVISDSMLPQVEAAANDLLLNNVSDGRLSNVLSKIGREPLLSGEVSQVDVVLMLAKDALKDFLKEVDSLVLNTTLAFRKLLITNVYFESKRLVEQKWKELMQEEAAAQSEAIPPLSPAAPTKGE
* marks the source's active call; other numbers are inactive results.

mol	TbREL1 primary
O=C1N(c2ccccc2C(F)(F)F)O[C@]1(c1ccccc1)C1CCCCC1	1.8
Cc1ccc(NC(=S)N(CCCN2CCC(C)CC2)Cc2ccco2)cc1C	-3.0
COc1cccc(CN(c2ccc3c(c2)CCC3)S(=O)(=O)c2ccc(-n3cnnn3)c(OC)c2)c1	-1.8
CCCn1c(SCC(=O)NC2CCCCC2)nnc1C1CC1	-1.6
Nc1nc(-c2ccccc2)cc(N2CCCCC2)n1	-3.5
COC(=O)C1=C(C)N(Cc2ccccc2C(F)(F)F)C(=NCc2ccc3c(c2)OCO3)NC1c1ccc(Cl)cc1 (stereo not given)	10.6
O=C(CCC(=O)c1ccc(Cl)cc1)OCC(=O)c1ccccc1	0.6
C[C@H]1[C@@H](NCc2cccs2)CC[C@@]23CCCN2C(=O)CCC[C@@H]13	-4.0
CC(=O)c1cc(NC(=O)c2ccccc2)c(=O)oc1C	-2.6
Cc1cc(OCc2ccc(C(=O)n3cccn3)o2)ccc1Cl	3.9
COC(=O)[C@]12C[C@H](CC(=O)NCc3cccc(C(F)(F)F)c3)C(=O)N(CCC3=CCCCC3)C1=C[C@H](C1CCCC1)O[C@@H]2C	-1.1
COc1ccc(Cl)cc1NC(=O)C1CCCO1 (stereo not given)	-0.4
CC(=O)N1CCc2c(sc(NC(=O)C3CCCCC3)c2C(N)=O)C1	-0.1
Cc1ccc(-c2cccc(C(=O)NCc3ccccc3)n2)c2ccccc12	2.6
COc1ccccc1NC(=O)c1ccc(NS(C)(=O)=O)cc1	-0.3
COc1cc2oc(=O)cc(-c3cccc(-c4cccc(C)c4)c3)c2c(OC)c1OC	1.2
CCNC(=O)C1CC(=O)N(c2ccc(OCC)cc2)C1 (stereo not given)	-0.1
Cc1cccc(-c2nc(CN3CCCC(C(=O)NC4CCC(C)CC4)C3)c(C)o2)c1 (stereo not given)	-2.8
CCn1c2ccccc2c2cc(NC(=O)COC(=O)c3ccc(F)cc3F)ccc21	1.8
COc1ccc(NC(=O)NC(c2ccccc2)c2ccccc2)c(OC)c1	5.4
CC(C)CNC(=O)C1(C)CCCN1Cc1ccccc1OC(F)F (stereo not given)	-0.5
CCN1C(=O)c2cccc3c(NC(=O)c4ccc(S(=O)(=O)N(C)C)cc4)ccc1c23	-0.2
Cn1cc(CCOCc2ccccc2)c2ccccc21	-5.7
Cc1ccc(NC(=O)c2cc(S(=O)(=O)N3CCCCC3)ccc2N2CCOCC2)cc1F	2.9

Part of the list above, as labelled records:
CCNC(=O)C1CC(=O)N(c2ccc(OCC)cc2)C1 (stereo not given)
  TbREL1 primary: -0.1
Cc1cccc(-c2nc(CN3CCCC(C(=O)NC4CCC(C)CC4)C3)c(C)o2)c1 (stereo not given)
  TbREL1 primary: -2.8

Going on with the list:
mol	TbREL1 primary
CCOc1ccc(CN(C(=O)c2oc3cc(C)ccc3c2C)C2CCS(=O)(=O)C2)cc1 (stereo not given)	-1.7
Cc1csc(NC(=O)c2cc3c(C)nn(Cc4ccccc4Cl)c3s2)n1	5.0
CCS(=O)(=O)C(=C1NCCO1)S(=O)(=O)CC	2.4
CC(C)C(C#CC1CC1)N(Cc1ccc2c(c1)OCO2)C(N)=NC(=O)/C=C/c1cccc(C(F)(F)F)c1 (stereo not given)	-0.5
CC#CCN1c2ccccc2[C@]23C[C@@H](C(=O)OC)N(C(=O)c4ccco4)C2=NC(C(=O)OC)=C(C(=O)OC)[C@H]13	0.0
Cc1ccc2ccccc2c1C(O)c1ncc(-c2ccccc2Cl)[nH]1 (stereo not given)	3.3
O=C(COc1ccccc1)Nc1ccc(S(=O)(=O)N2CCOCC2)cc1	0.6
COc1cc(C(=O)NCCc2ccc3c(c2)OCCO3)ccc1OCC(=O)N1CCOCC1	1.9
COc1ccc(S(=O)(=O)Nc2cccc3c2O[C@H](CN(C)C(=O)NC2CCCCC2)[C@@H](C)CN([C@H](C)CO)C3=O)cc1	-3.4
CN(C)c1ccc(S(=O)(=O)NCC(=O)N2CCN(S(=O)(=O)c3cccc(F)c3)CC2)cc1[N+](=O)[O-]	3.9
C=CCNc1nc(N2CCCCC2)c(C#N)c2c1CN(Cc1ccccc1)CC2	-0.3
COc1cc(/C=C/C(=O)OCC(=O)NC2CC2)cc(OC)c1OC	8.2
COc1ccc(NC(=O)Nc2ccc3c(c2)C(=O)N([C@H](C)CO)C[C@H](C)[C@@H](CN(C)C(=O)Nc2ccccc2)O3)cc1	-2.1
CC(C)=NN/C(N)=N/C(=S)Nc1ccc(C)cc1	-0.9
CCCOC(=O)CSC1=C(C#N)C(c2ccccc2OC)C(C#N)C(=O)N1 (stereo not given)	0.8
O=C(c1ccccc1)N1CCN(c2ncnc3c2cnn3-c2ccccc2)CC1	-1.9
COc1ccc2ccccc2c1/C=N/Nc1cccc(C(=O)O)c1	-1.0
C[C@@H]1COc2cc(N3CCC[C@@H]3CO)ccc2S(=O)(=O)N1	4.5
COCCCNC(=O)Cn1cc2c(n1)CCC(C)C2 (stereo not given)	0.2
COC(=O)c1cc2c(ccn2-c2ccc(F)cc2)n1CC(C)C	7.6
Cc1cc2ncc(-c3cccc(Cl)c3)cn2n1	6.5
Cc1cc(=O)oc(C)c1C(=O)N1CCN(c2ccc(F)cc2)CC1	-0.2
O=C1NCCCC1C(=O)N/N=C/c1ccc([N+](=O)[O-])cc1 (stereo not given)	-2.3
COC(=O)CNC(=O)Cn1cnc2sc(C)c(S(=O)(=O)N3CCC(C)CC3)c2c1=O	-0.1
COc1cccc(NC(=O)COC(=O)c2ccc(F)cc2F)c1	-0.5
Cc1nnc(NC(=O)CSc2nnc3scc(-c4ccc(C)c(C)c4)n23)s1	-1.4
Cc1nc(NCCc2ccccc2)sc1C(=O)O	-3.2
CN(CC(=O)Nc1ccc(N2CCOCC2)cc1)CC(=O)Nc1ccc(N2CCOCC2)cc1	-4.0
O=C(NCCc1ccc(Cl)cc1)C1CCC(=O)N1Cc1ccc(F)cc1 (stereo not given)	1.5
C=CC[C@@H](CC(=O)N(CCO)Cc1ccccc1)C(=O)N[C@H](COC(=O)[C@@H](CC=C)CC(=O)OC(C)(C)C)Cc1c[nH]c2ccccc12	-3.8
Cc1ccc(-n2c(-c3c(-c4ccccc4)noc3C)n[nH]c2=S)cc1	-3.4
CCOC(=O)c1sc(C)c2c(=O)n(Cc3ccc(Cl)cc3)cnc12	2.8
CCOC(=O)c1ccc(NC(=S)Nc2ccc3[nH]c(=O)[nH]c3c2)cc1	-1.2
CCOC(=O)C1=CCN(S(=O)(=O)c2ccccc2Br)C1c1ccccc1 (stereo not given)	-1.9
C=CCC[C@H](Cc1ccc(F)cc1)C(=O)OC[C@H](Cc1c[nH]c2ccccc12)NC(=O)[C@H](CC=C)CC(=O)NCCO	-3.7
Cc1nnc(N(C)C(=O)c2ccc3c(c2)OCO3)s1	-1.2
COc1ccccc1NC(=O)Nc1nc(C(N)C(C)C)cs1 (stereo not given)	6.4
O=C(Nc1ccc(Cl)cc1)OCc1cncs1	2.3
CCOC(=O)/C=C/[C@H]1CC2(CCO1)SCCCS2	-0.8
O=C(Cc1ccccc1)Nc1ccc(S(=O)(=O)N2CCOCC2)cc1	0.3
Cc1ccc(SCCNC(=O)c2ccccc2C)cc1	3.2
NC(c1ccc(F)c(F)c1)c1nc(-c2cncnc2)cs1 (stereo not given)	4.5
CCCNS(=O)(=O)c1ccc(NC(=O)Cc2cccs2)cc1	1.5
CC(C)(C)C(=O)Nc1ccc2c(c1)-c1cc(NC(=O)C(C)(C)C)ccc1C2	-0.1
Cc1cc(Br)ccc1OCC(=O)NC1CCCC1	-3.5
O=C(CSc1ncccn1)NCc1ccccc1Cl	0.3
Cc1cc(C)c2c3c(c(-c4ccccc4)n2n1)c(=O)n(C)c(=O)n3C	-2.8
CC(C)(C)c1cc(CCC(=O)NCC2CCCO2)cc(C(C)(C)C)c1O (stereo not given)	-2.5

More entries
Compound,TbREL1 primary
COc1cccc(-c2ccc(-c3noc(-c4ccccc4F)n3)c(OC)n2)c1,1.0
CCOc1ccc(CCNC(=O)CSCC(=O)Nc2ccc(OC)cc2)cc1OCC,-1.0
COc1ccc(S[C@@H](CCN2CC[C@H](C)CCC2=O)c2ccccc2)cc1,-2.5
N#Cc1cc2c(nc1SCc1ccccc1)CCC2,2.1
CC1(C(=O)Nc2c(F)c(F)c(F)c(F)c2F)CC1(Br)Br (stereo not given),2.9
O=c1c(-c2cccs2)nc2ccccc2n1C(c1ccccn1)c1nc2ccccc2[nH]1 (stereo not given),-0.9
COc1ccc(C(c2nnnn2C2CCCC2)N2CCN(c3ccccc3)CC2)cc1 (stereo not given),-1.6
COc1ccc2c(c1)CCc1c(C(=O)N3CC4(C)CC3CC(C)(C)C4)noc1-2 (stereo not given),3.0
C/C(=N\NC(=O)c1ccc([N+](=O)[O-])cc1)c1cc2ccccc2oc1=O,-0.8
CCOC(=O)C1CCN(C(=O)CSc2cc(=O)n(C)c3ccccc23)CC1,-0.8
CCOC(=O)N1CCN(S(=O)(=O)c2ccc(Br)s2)CC1,-0.6
CC1=C(C(=O)Nc2cccc(C(=O)NCc3ccccc3C)c2)SCCO1,-4.9
Cc1cc2oc(=O)cc(-c3ccccc3)c2c(C)c1-c1ccc(C#N)cc1,9.0
CCOC(=O)/C(=N/Nc1ccc(Cl)cc1)Sc1nnnn1-c1ccc(C)cc1,-5.7
O=C(NCC(c1ccccc1)c1ccccc1)[C@H](Cc1c[nH]c2ccccc12)NC1(C(=O)NC2CCCCC2)CCN(Cc2ccccc2)CC1,-3.8
CCOc1cc(NC(=S)NCC2CCCO2)c(OCC)cc1NC(=O)c1ccc(C)cc1 (stereo not given),-1.5
CC(c1nc2ccccc2[nH]1)n1c(=O)c(-c2cccnc2)nc2ccccc21 (stereo not given),-2.1
Sc1nnc(-c2ccc(Cl)cc2)n1Cc1ccccc1,3.0
COc1ccc(OC)c(C2=NOC(C(=O)Nc3cccc(C(C)=O)c3)C2)c1 (stereo not given),-1.5
O=C(Cc1ccc(S(=O)(=O)N2CCCC2)s1)NC1CCCCCC1,-2.3
CCC(CO)Oc1cc(NCc2cccc(C)c2)c2ncn(C(C)C)c2c1 (stereo not given),3.5
COc1ccccc1NS(=O)(=O)c1ccc(C(=O)NCC(c2ccc(F)cc2)N2CCOCC2)cc1 (stereo not given),-3.8
COc1cc(-c2cnc3c(NC=O)cc(-c4cccnc4)cn23)cc(OC)c1OC,-3.5
CC1(OC(=O)C2CCCC2)C(=O)C=C2C=C(c3ccsc3)N(C3CCCCC3)C=C2C1=O (stereo not given),-1.9
O=c1cc(-c2ccco2)oc2ccccc12,2.0
c1ccc(CC2CNc3ccccc3CN2)cc1 (stereo not given),10.2
CCC(C)NS(=O)(=O)c1cccs1 (stereo not given),0.8
CCC(CO)Oc1cc(NC(=O)c2ccccc2)c2ncn(C(C)C)c2c1 (stereo not given),1.6
O=C(Nc1ccc(Br)cn1)c1cccc2c1-c1ccccc1C2=O,1.8
O=c1[nH]c(=O)n(CCO)c2nnn(Cc3ccccc3)c12,-0.9
Cc1ccc(SCC(=O)Nc2cccc(NC(=O)c3ccco3)c2)cc1,-0.1
Cc1ccc(S(=O)(=O)c2ccc([N+](=O)[O-])cn2)cc1,-0.2
CC1Cc2ccccc2N1C(=O)CSc1nnc2n1C(C)(C)Cc1ccccc1-2 (stereo not given),-1.2
CS(=O)(=O)c1ccccc1C(=O)N1CCN(S(=O)(=O)c2ccc(C3CCCCC3)cc2)CC1,-3.1
O=C(NCC1CC1)c1ccc2c3n(nc2c1)-c1ccc(Cl)cc1CO3,-0.5
O=C(C[C@@H]1C/C=C\C[C@H](NC(=O)OCC2c3ccccc3-c3ccccc32)C(=O)OC[C@@H]2CCCN2C1=O)N[C@@H](CO)Cc1ccccc1,-1.1
O=C(CSc1n[nH]c(-c2ccncc2)n1)Nc1ccc(F)cc1,0.4
CN(C)[C@H]1N(C(=O)c2ccc(Br)cc2)N=C2c3ccccc3S(=O)(=O)N21,0.0
O=C(CN1C(=O)c2ccccc2C1=O)c1ccccc1,-0.5
CCc1ccccc1NC(=O)C1=CN2CCS(=O)(=O)N=C2C=C1,3.6

Next section, starting with the last 6 of the part before.
Compound,TbREL1 primary
O=C(NCC1CC1)c1ccc2c3n(nc2c1)-c1ccc(Cl)cc1CO3,-0.5
O=C(C[C@@H]1C/C=C\C[C@H](NC(=O)OCC2c3ccccc3-c3ccccc32)C(=O)OC[C@@H]2CCCN2C1=O)N[C@@H](CO)Cc1ccccc1,-1.1
O=C(CSc1n[nH]c(-c2ccncc2)n1)Nc1ccc(F)cc1,0.4
CN(C)[C@H]1N(C(=O)c2ccc(Br)cc2)N=C2c3ccccc3S(=O)(=O)N21,0.0
O=C(CN1C(=O)c2ccccc2C1=O)c1ccccc1,-0.5
CCc1ccccc1NC(=O)C1=CN2CCS(=O)(=O)N=C2C=C1,3.6
Cc1ccc(-c2nc3ccsc3c(=O)[nH]2)cc1,7.7
O=C(NCC1CCCC(CNC(=O)Nc2ccc(Cl)cn2)C1)Nc1ccc(Cl)cn1 (stereo not given),-2.4
COCCN1C(=O)c2ccccc2C(C(=O)Nc2ccc3c(c2)OCCO3)C1c1ccc(F)cc1 (stereo not given),-1.9
C/C(=N\O)C1(C)N(O)C(C)(C)C(c2ccc(Br)cc2)=[N+]1[O-] (stereo not given),7.5
CCOC(=O)C1CCN(C(=O)COC(=O)CNC(=O)c2ccc(OC)cc2)CC1,-0.1
CC(C)(C)C(=O)OCc1cn(-c2ccccc2)nn1,-2.4
C/C(=N\NC(=O)c1ccco1)c1ccc(NC(=O)C(F)(F)F)cc1,0.9
CCCCCCCCN1C(=O)[C@@H](CC(=O)N2CCCCC2)C[C@@]2(C(=O)OC)C1=C[C@H](COCc1ccccc1)O[C@@H]2C,-2.0
O=C(O)c1cc(N2CCCC2)ccn1,5.7
CC(Cn1cncn1)C(=O)N1CCN(S(=O)(=O)c2ccc(Cl)cc2)CC1 (stereo not given),0.2
O=C1C[C@@H](c2ccccc2)Oc2cc(O)cc(O)c21,-1.7

Not all compounds are listed; the hit share may differ from the screen's.
